PLC-gamma1 inh = PLC-gamma1 (human) inhibition, primary screen. purified PLC-gamma1, fluorogenic substrate, fluorescence. inhibition, % at 12.2 µM. actives 0.84% (n = 370,000); in the data active = inhibition above about 9.5%
ADAM17 inh = inhibitors of human ADAM17; P78536; recombinant ADAM17, EDANS/DABCYL FRET peptide cleavage; inhibition, % at 6.95 µM; actives 0.83% (n = 370,000);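 active = inhibition above the mean of compounds lying between control limits plus 3 SD, set per campaign, cut at about 8.5% in these data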;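 note: 0% = DMSO-only wells as the low control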
DDE Tn7 FP inh = inhibitors of Tn7 peptide binding to human fibrin DD(E); FP displacement of FITC-Tn7 peptide from fibrin DD(E); 0% = median of compound wells per plate; actives 0.13% (n = 370,000); inhibition, % at 8.3 µM; P02675;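 active = inhibition above the mean of compounds falling within the control limits plus 3 SD of them, cut at about 14% in these data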;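 note: 0% = plate median of compound wells and 100% = 10 µM Aha-Tn7 peptide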
Target sequence (P02675 whole entry, looked up): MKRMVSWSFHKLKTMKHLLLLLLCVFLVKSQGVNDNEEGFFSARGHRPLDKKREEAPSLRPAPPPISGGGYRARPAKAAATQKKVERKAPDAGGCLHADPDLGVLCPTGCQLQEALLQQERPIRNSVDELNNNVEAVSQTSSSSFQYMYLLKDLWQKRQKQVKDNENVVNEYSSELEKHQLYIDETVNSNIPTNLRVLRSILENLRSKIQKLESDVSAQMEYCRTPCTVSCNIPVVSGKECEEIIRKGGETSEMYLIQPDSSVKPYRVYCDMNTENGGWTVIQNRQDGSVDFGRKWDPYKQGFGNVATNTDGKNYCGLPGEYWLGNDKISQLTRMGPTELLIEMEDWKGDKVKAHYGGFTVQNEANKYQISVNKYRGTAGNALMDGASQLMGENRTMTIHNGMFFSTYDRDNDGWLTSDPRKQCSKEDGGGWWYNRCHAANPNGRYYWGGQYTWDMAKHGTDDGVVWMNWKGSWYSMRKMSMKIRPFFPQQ
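Measure: % inhibition scaled between sample-field median and high-control FP; Test system: human fibrin DD(E); Quantity: 2 µM final DD(E) protein; Doses: one dose, 8.3 µM nominal; Schedule: compound with protein 10 min, then 3 h after probe, room temperature; Detection: fluorescence polarization; Medium: Tris buffer with calcium and detergent, pH 7.8.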
ASAP1 GAP inh = ASAP1 ArfGAP inhibition; actives 0.19% (n = 360,000); AID 624377; ASAP1-stimulated ARF1 GTP hydrolysis, GDP FP detection; inhibition, % at 16.5 µM; in the data active = inhibition above about 25%;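 note: 0% = vehicle with enzyme and substrate and 100% = no enzyme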
PLC-beta3 inh = PLC-beta3 (human) inhibition, primary screen; Q01970; Purified PLC-beta3, fluorogenic substrate, fluorescence; inhibition, % at 12.2 µM; actives 0.18% (n = 370,000); in the data active = inhibition above about 11%;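 note: 0% = median of compound wells on plate and 100% = full blocker control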
DDE Tn6 FP inh = DD(E)-Tn6 binding inhibition, primary FP screen; Fibrin DD(E) TRITC-Tn6 fluorescence polarization displacement; inhibition, % at 8.3 µM; actives 0.21% (n = 370,000); AID 720509;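 active = inhibition above a per-campaign cutoff: mean of compounds within control limits plus 3 SD, cut at about 15% in these data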;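 note: 0% = median of all compound wells on the plate and 100% = blocking peptide control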
ARFGAP1 inhibitor = rat ARFGAP1 inhibition; inhibition, % at 16.5 µM; Q62848; actives 0.26% (n = 360,000); Arfgap1-stimulated ARF1 GTP hydrolysis, GDP FP detection; AID 651572;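 active = inhibition above a per-plate limit, mean inhibition of low control wells plus 3 SD, cut at about 25% in these data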;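 note: 0% = DMSO wells with enzyme and 100% = wells lacking Arfgap1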
Target sequence (Q62848 1-136 limits assumed): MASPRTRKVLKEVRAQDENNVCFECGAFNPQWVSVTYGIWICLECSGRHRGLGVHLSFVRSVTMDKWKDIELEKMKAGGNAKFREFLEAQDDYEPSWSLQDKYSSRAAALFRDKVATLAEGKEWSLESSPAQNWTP
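Assay system: Rat Arfgap1 GAP domain (His6, aa 1-136), purified enzyme | Buffer or medium: HEPES 25 mM pH 7.5, NaCl 150 mM, MgCl2, DTT | Schedule: GTP hydrolysis reaction 2 h at 25 °C | Signal: FP of antibody-bound GDP Alexa 633 tracer, ex 620/em 688 nm | Measure: Percent inhibition of Arfgap1-stimulated GTP hydrolysis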
SIAE inh = blocks human sialic acid acetylesterase; Q9HAT2; SIAE FP-Rh probe binding, fluorescence polarization; inhibition, % at 9.66 µM; actives 0.69% (n = 370,000); AID 1053197;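 active = inhibition above a cutoff: mean of compounds within the control limits plus 3 SD of those, cut at about 17% in these data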;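 note: 0% = plate median of compound wells and 100% = probe without SIAE protein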
ADAM10 inh = inhibits human ADAM10; O14672; recombinant ADAM10, EDANS/DABCYL FRET peptide cleavage, 3 h; inhibition, % at 7 µM; actives 0.62% (n = 370,000);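 active = inhibition above a per-campaign cutoff equal to the mean of compounds falling between control-based bounds plus 3 SD, cut at about 20% in these data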;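 note: 0% = DMSO wells while the 100% control is not disclosed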
TDP2 inh = blocks human TDP2 phosphodiesterase activity; O95551; recombinant TDP2, T5PNP hydrolysis, p-nitrophenol absorbance 415 nm; inhibition, % at 12.8 µM; actives 0.34% (n = 370,000);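 active = inhibition above the mean of all tested compounds plus 3 SD, set per campaign, cut at about 25% in these data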;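 note: 0% = DMSO with enzyme and 100% = buffer with substrate but no TDP2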
Target sequence (O95551 whole entry, looked up): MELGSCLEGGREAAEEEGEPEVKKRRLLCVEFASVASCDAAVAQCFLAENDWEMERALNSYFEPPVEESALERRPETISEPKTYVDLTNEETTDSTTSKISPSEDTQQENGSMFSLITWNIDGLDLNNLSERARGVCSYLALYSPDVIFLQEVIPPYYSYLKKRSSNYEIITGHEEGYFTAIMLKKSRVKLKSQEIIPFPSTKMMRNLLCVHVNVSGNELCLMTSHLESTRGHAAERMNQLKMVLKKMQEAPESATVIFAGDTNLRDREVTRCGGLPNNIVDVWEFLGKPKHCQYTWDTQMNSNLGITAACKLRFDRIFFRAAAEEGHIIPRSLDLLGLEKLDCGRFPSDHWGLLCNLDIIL
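Material: recombinant human TDP2; quantity: TDP2 enzyme at 120 nM final; medium: Tris-HCl pH 7.5 with MgCl2; compound: single concentration, 12.8 µM nominal, with 1% DMSO; incubation: 2 h enzyme incubation at 37 °C; signal: epi absorbance; measure: percent inhibition; benchmarks: high control without enzyme, low control DMSO plus TDP2; repeats: singlicate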
* marks the source's active call; other numbers are inactive results; i = inactive; nt = no result given. Hits appear at their usual frequency; 3.6% or so of the library scored in one or more.

SMILES	PLC-gamma1 inh	ADAM17 inh	DDE Tn7 FP inh	ASAP1 GAP inh	PLC-beta3 inh	DDE Tn6 FP inh	ARFGAP1 inhibitor	SIAE inh	ADAM10 inh	TDP2 inh
COc1ccc(CCC(=O)NC2CCCCC2)cc1	-2	1	-2	-13	-5	-2	-6	-4	-4	16
Cc1cccc(C)c1OCc1cc(C(=O)N(Cc2nccn2C)C(C)C)no1	2	2	-4	5	-10	0	2	-2	-9	-4
O=C(CC1C(=O)NCCN1Cc1cccc(Oc2ccccc2)c1)NCCc1cscn1 (configuration not stated)	-1	-1	1	-1	-4	0	7	0	-1	13
Cc1ccc(N(CC(=O)NCc2cccnc2)S(C)(=O)=O)cc1C	12*	10*	-3	7	5	-3	-1	1	13	-13
COc1cccc(O)c1CN1CCC(C(=O)Nc2ccc(-c3cccc(C)c3)cc2)CC1	9	1	-1	5	-3	3	-2	-21	11	-6
CN=C1CC(SC)=C1c1ccc(C)cc1	-6	-3	-5	7	-6	-4	6	1	-1	-9
CCCCCCn1c(CN2CCN(CCO)CC2)nc2c1c(=O)n(C)c(=O)n2C	-1	-3	8	-10	1	-1	3	0	-6	6
CCOC(=O)C1CCN(C(=O)CN(C)S(=O)(=O)c2cc(C)ccc2OC)CC1	1	-1	-2	5	3	-1	6	6	1	10
COc1ccccc1N1C(=O)C=C(Sc2nc(C)cc(C)n2)C1=O	-2	-3	0	-10	-8	4	15	-5	-8	7
Cc1ccc(O)c(NC(=O)c2onc(C)c2Cl)c1	1	-4	-1	9	-1	-9	-14	5	-1	20
CC(=O)Nc1ccc(NC(=O)COC(=O)Cc2c[nH]c3ccccc23)cc1	-1	-1	-9	1	-5	1	12	-4	1	2
c1ccc(-c2cc3ncccc3cn2)cc1	-3	-12	-3	19	-7	2	-3	5	-25	9
CN1CCN(S(=O)(=O)c2cccc(C(=O)NCCC3=CCCCC3)c2)CC1	0	-2	-1	-4	-12	-1	-5	4	0	-9
O=C(O)CN1CCN(Cc2ccccc2F)C1=O	-1	0	-4	-3	0	3	10	5	-2	-3
COC(=O)c1cc(S(=O)(=O)NCC2CCN(Cc3cc(C)ccc3C)CC2)cn1C	8	2	0	5	-26	-4	-4	-13	4	-20

Part of the list above in order of molar mass, low to high.
SMILES	PLC-gamma1 inh	ADAM17 inh	DDE Tn7 FP inh	ASAP1 GAP inh	PLC-beta3 inh	DDE Tn6 FP inh	ARFGAP1 inhibitor	SIAE inh	ADAM10 inh	TDP2 inh
COc1ccc(CCC(=O)NC2CCCCC2)cc1	-2	1	-2	-13	-5	-2	-6	-4	-4	16
CC(=O)Nc1ccc(NC(=O)COC(=O)Cc2c[nH]c3ccccc23)cc1	-1	-1	-9	1	-5	1	12	-4	1	2
CCCCCCn1c(CN2CCN(CCO)CC2)nc2c1c(=O)n(C)c(=O)n2C	-1	-3	8	-10	1	-1	3	0	-6	6

More compounds:
SMILES	PLC-gamma1 inh	ADAM17 inh	DDE Tn7 FP inh	ASAP1 GAP inh	PLC-beta3 inh	DDE Tn6 FP inh	ARFGAP1 inhibitor	SIAE inh	ADAM10 inh	TDP2 inh
CNC[C@@H]1OCc2ccccc2-c2c(n(C)c3ccccc23)C(=O)N([C@H](C)CO)C[C@H]1C	-1	-3	-7	-5	1	7	5	0	-10	-9
Cc1ccc(S(=O)(=O)NCC(=O)OCC(=O)NCc2ccco2)cc1	0	3	-4	8	-7	-6	-23	1	-12	0
Cc1cccc(Nc2ncc3c(n2)CC(c2ccco2)CC3=O)c1 (configuration not stated)	-131	2	-12	11	-151	-2	-1	1	-2	-10
CC(=O)Nc1ccc(C(=O)COC(=O)C2CCCCC2)c(F)c1	2	0	-2	1	-3	0	-10	-8	1	4
Cc1[nH]c2ccc(C(C)C)cc2c1CC(=O)O	-32	-4	-1	-5	-48	-8	-10	-1	-5	5
COc1ccc(OC)c(S(=O)(=O)N2CCCC(N3CCN(c4ccccc4)CC3)C2)c1 (configuration not stated)	11*	-1	4	7	3	-11	-4	1	11	-22
CC1(C(=O)O)CCC(C(=O)N2CCCCC2)C1(C)C (configuration not stated)	-1	-3	0	-2	-5	5	-1	0	-4	-2
CCOC(=O)NC(=O)CSc1ccc(S(=O)(=O)N2CCCCC2)cn1	-1	-2	-6	4	-5	-4	1	3	-4	0
NNC(=O)c1cc2cc(OC(F)(F)F)ccc2[nH]1	-14	2	-7	13	-38	9	13	-14	-19	-9
CCN(CC(=O)Nc1ccc2c(c1)OCO2)S(=O)(=O)c1ccccc1	-2	-5	6	-7	-8	-4	-1	1	-6	3
S=C(NCc1ccco1)Nc1cccc(Cl)c1Cl	3	-1	2	-10	-5	2	8	6	1	4
C/C(=N\NC(=O)c1cc(Br)ccc1O)c1ccccn1	-34	-21	-4	-3	-60	-5	6	3	-83	-11
CC(C)CCNC(=O)NC(=O)CSc1nnc(-c2ccccc2Br)o1	-1	-3	10	6	-4	-1	-3	0	2	5
O=C(O)Cc1sc(-c2cccnc2)nc1-c1ccc(Br)cc1	-18	-38	-1	2	-19	-5	-5	1	-97	7
Cc1nc2ccccn2c1/C(O)=C1\C(=O)C(=O)N(CCN(C)C)C1c1cccnc1 (configuration not stated)	-2	-4	4	0	-3	0	0	1	-7	5
COc1cc(C(=O)c2ccccc2)c([N+](=O)[O-])cc1OC	-41	0	-8	-7	2	-11	-9	-3	-1	0
CSc1nn(-c2ccc(C(=O)OCC(=O)NC(=O)NC(C)C)cc2)c(=S)s1	3	7	5	10	0	-10	-7	-9	15	6
CCC(C)(C)NC(=O)CN(Cc1cccs1)C(=O)CNS(=O)(=O)c1ccc(F)cc1	0	4	8	8	3	-2	19	2	1	3
CC(C)(COC(=O)Nc1ccccc1)COC(=O)Nc1ccccc1	-1	3	0	0	-8	2	4	-7	6	-4
COc1ccccc1OCCNC(=O)CN1C(=O)NC2(CCCCC2)C1=O	1	1	-5	0	-4	0	-8	5	-5	2
CC(C)SCCCOc1ccc(C(C)(C)C)cc1	3	1	-3	-4	3	-3	11	-1	-1	4
Cc1coc2c(C)c3oc(=O)c(CC(=O)N[C@@H](CC(C)C)C(=O)O)c(C)c3cc12	-179	-59	-2	0	-255	-5	2	-7	-152	3
CC(C)(C)c1cc(C(=O)NN)n(Cc2ccc(F)cc2)n1	-1	2	-11	8	-9	3	5	-4	9	-15
Cc1ccc(C)c(N(C)C(=O)CCS(=O)(=O)c2cccc3nonc23)c1	1	-1	-2	-2	-3	1	-5	-1	-8	7
Cc1noc(C)c1C(=O)Nc1nc(-c2ccc([N+](=O)[O-])cc2)cs1	0	0	4	3	-7	-1	-2	2	2	-6
Cn1cc(/C=N/n2cnc3scc(-c4ccc(Cl)cc4)c3c2=O)c2ccccc21	-1	-1	7	0	0	-3	-6	-10	5	2
CCc1cc2c(=O)n(Cc3ccco3)c(SCC(=O)NCC3CCCO3)nc2s1 (configuration not stated)	1	-2	-1	-2	-6	0	0	0	2	16
Cc1ccc(-c2nc(S(=O)(=O)c3ccccc3)c(SCC(=O)NCC3CCCO3)o2)cc1 (configuration not stated)	-1	-1	3	-5	-16	-2	-1	1	-4	-12
C=CS(=O)(=O)N(Cc1nnn(Cc2ccccc2)c1Br)[C@H](C(=O)OC)C(C)C	2	2	-1	nt	7	-3	nt	2	5	-1
O=C(CSc1nnc(-c2cccnc2)n1-c1ccccc1)Nc1ccccc1	0	-1	-7	-2	5	7	2	-3	6	3
COCCNC(=O)/C(C#N)=C/c1c(N2CCN(c3ccccc3)CC2)nc2c(C)cccn2c1=O	-57	-193	-2	12	-84	4	2	6	i	3
Cc1ccc(NC(=O)COC(=O)CN2CCSC2=O)cc1F	-1	-4	7	3	0	1	-5	-1	-3	4
Cc1ccc(C(=O)/C=C2\NCCNC2=O)cc1	9	2	-2	13	6	-2	-3	-4	12	-2
O=C(OCc1nc2ccccc2s1)C1CCN(S(=O)(=O)c2cccs2)CC1	0	-2	6	-2	-5	-4	1	-4	13	8
Cc1ccc(-c2cc(C(=O)NCc3ccccn3)c3ccccc3n2)cc1	-69	-168	1	2	-86	0	4	-8	-456	-5
COc1cccc(NCc2cc(=O)oc3cc(C)c(O)cc23)c1	-13	0	2	9	-25	-5	-4	7	1	3
O=C(O)Cn1c(=O)c2cccn2c2ccccc21	1	-1	7	1	0	3	-15	-4	-7	3
CCOc1cc(/C=C2\SC(=S)N(NS(=O)(=O)c3ccc(C)cc3)C2=O)ccc1O	-31	2	-13	-1	-41	-18	-12	-132	4	21
C(=N\N1CCOCC1)/c1nc(-c2ccccc2)n2ccccc12	-27	-13	-6	6	-46	1	-18	-2	-26	6
COC(=O)c1[nH]c2c(c1C)C(=O)CC(c1ccccc1)C2 (configuration not stated)	4	1	-7	4	5	2	7	5	3	-6
Cc1nn2c(CN(C(=O)CN3CCOCC3)c3ccccc3)nnc2c2ccccc12	-2	-3	7	-21	3	-4	3	0	-1	-5
CC(C)C[C@H](NC(=O)C1CCN(S(=O)(=O)c2ccccc2)CC1)C(=O)NCc1ccccn1	3	4	3	0	-5	-1	-8	-3	0	-13
CN(CC1CCCO1)S(=O)(=O)c1ccc(C(=O)Nc2ccccc2F)cc1 (configuration not stated)	4	-2	1	-3	-9	-3	10	-3	-11	0
N/C(=N\OS(=O)(=O)c1ccc(Br)cc1)c1ccncc1	0	-2	5	-6	0	4	10	-1	-1	14
N#C/C(=C\c1ccc(Sc2nc3ccccc3[nH]2)o1)c1ccccc1	-29	5	4	0	-34	4	2	-18	8	12
CC1=NN(c2cccc(C(=O)O)c2)C(=O)/C1=C\C=C/c1ccccc1	2	6	-9	-5	3	-2	13	-3	15	-8
CCc1ccc(N2CC(C(=O)NCc3ccc4c(c3)OCO4)CC2=O)cc1 (configuration not stated)	-2	-4	2	1	-4	10	11	-1	-2	2
Cc1ccc(Nc2c(-c3ccco3)nc3nc(C)cc(C)n23)cc1	-278	-7	-1	-6	-329	2	-1	3	-12	1
CCC(=O)NNc1nc2c(Cl)cccc2s1	-2	-6	-9	23	-7	-1	-4	-6	-8	1
COc1cc(C(=O)Nc2sc3c(c2C(=O)O)CCC(C)C3)cc(OC)c1OC (configuration not stated)	-22	-4	3	7	-30	-11	3	-8	7	-9
C[C@H](CO)N1C[C@H](C)[C@@H](CN(C)Cc2ccc(Oc3ccccc3)cc2)Oc2c(NC(=O)C3CC3)cccc2C1=O	2	8	1	0	4	-11	-5	-3	22*	3
O=C(Nn1c(O)c(C=C2N=c3ccccc3=N2)sc1=S)c1cccc(Cl)c1	-84	-11	5	-2	-124	-9	-4	3	-31	-23
